PglD inh: blocks C. jejuni PglD acetyltransferase activity; purified PglD enzyme, DTNB colorimetric CoA detection; inhibition, % at 12.5 µM; 0.098% of 360,000 active; AID 602405; in the data active means inhibition above about 16%, passing the limit was not always enough; inconclusive means no clear call, values can overlap the other calls; further: strong numbers were not always called active
ERp5 block: ERp5 (human) disulfide isomerase inhibition. Q15084. ERp5 insulin aggregation, absorbance 650 nm, 90 min. inhibition, % at 9.99 µM. 0.05% of 350,000 active;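 active means mean replicate inhibition above about 25%, with every replicate also reaching it, limit read from the data, passing the limit was not always enough; inconclusive means only one of those two criteria met; inactive means neither criterion met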
RAD54 inh: inhibitors of human RAD54 branch migration; inhibition, % at 10.4 µM; Q92698; 0.14% of 360,000 active; AID 602329; RAD54 Holliday junction branch migration, FAM/BHQ fluorescence;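 active means mean normalized replicate activity at least 40 and at least half of replicates scoring 40 or more; inconclusive means only one of the two criteria met; inactive means mean below 40 and under half of replicates reaching 40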;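 further: 0% = median of neutral control wells and 100% = median of positive control wells; inhibitors cause a drop in the FAM fluorescence signal; in these data hits start at about 50%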
Target sequence (Q92698 whole entry, looked up): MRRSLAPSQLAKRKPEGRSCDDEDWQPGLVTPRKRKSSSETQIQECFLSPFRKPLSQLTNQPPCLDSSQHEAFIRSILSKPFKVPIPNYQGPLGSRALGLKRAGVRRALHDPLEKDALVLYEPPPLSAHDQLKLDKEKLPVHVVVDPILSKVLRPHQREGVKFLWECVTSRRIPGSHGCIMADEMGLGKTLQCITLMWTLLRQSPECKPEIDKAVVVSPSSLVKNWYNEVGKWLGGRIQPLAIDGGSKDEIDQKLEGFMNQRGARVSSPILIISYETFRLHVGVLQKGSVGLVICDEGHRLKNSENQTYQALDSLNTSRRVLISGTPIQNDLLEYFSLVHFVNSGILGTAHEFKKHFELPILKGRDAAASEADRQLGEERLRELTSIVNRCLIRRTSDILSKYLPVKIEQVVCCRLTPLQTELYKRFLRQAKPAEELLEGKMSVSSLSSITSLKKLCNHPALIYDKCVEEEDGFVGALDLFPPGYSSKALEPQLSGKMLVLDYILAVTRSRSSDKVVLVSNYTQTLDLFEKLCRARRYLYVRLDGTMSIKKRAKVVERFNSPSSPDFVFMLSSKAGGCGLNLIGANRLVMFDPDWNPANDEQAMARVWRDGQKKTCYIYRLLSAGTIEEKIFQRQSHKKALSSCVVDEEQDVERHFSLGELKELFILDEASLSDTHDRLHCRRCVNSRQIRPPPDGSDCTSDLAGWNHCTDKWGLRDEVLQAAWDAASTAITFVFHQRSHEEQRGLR
esBAF inh: SWI/SNF esBAF complex inhibition. 2% of 350,000 active. mouse ES cells, Bmi1-luciferase knock-in reporter, 24 h; 100% = twice the neutral-well signal. reporter increase, % at 12.5 µM; in the data active means activation above about 40%; inconclusive means no clear call, values can overlap the other calls;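 further: 0% = median of the plate's neutral control wells and 100% = double that signal; a rise in the Bmi1 reporter signal indicates esBAF inhibition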
ARNT TACC3 PPI: disrupts binding between human ARNT and TACC3. inhibition, % at 9.99 µM. Q9Y6A5. 0.66% of 390,000 active. AlphaScreen His-ARNT PAS-B/GST-TACC3 binding, luminescence; TACC3 fragment carries E629A point mutation;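 active means mean inhibition of replicates at least 50% and at least half of replicates each reaching 50%; inconclusive means half or more replicates reach 50% but mean below 50%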;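 further: 0% = complete ARNT plus TACC3 wells and 100% = ARNT alone without TACC3; many hits fall short of the cut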
RAD52 inh: RAD52 (human) annealing inhibition; P43351; recombinant RAD52 DNA annealing, FRET fluorescence; inhibition, % at 18.7 µM; 0.46% of 360,000 active; AID 651710;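 active means every replicate showing at least 50% inhibition; inconclusive means mean inhibition at least 50% but not in every replicate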
Casp6 inh: inhibitors of human caspase-6. P55212. purified caspase-6, Z-VEID-R110 cleavage fluorescence. inhibition, % at 12.5 µM. 0.53% of 350,000 active. AID 686996;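 active means mean inhibition across replicates at least about 35%, with every replicate also reaching that limit, limit read from the data; inconclusive means only one of the two criteria met; inactive means neither criterion met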;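 further: 0% = median of neutral control wells and 100% = no fluorescence left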
Target sequence (P55212 24-179 limits assumed): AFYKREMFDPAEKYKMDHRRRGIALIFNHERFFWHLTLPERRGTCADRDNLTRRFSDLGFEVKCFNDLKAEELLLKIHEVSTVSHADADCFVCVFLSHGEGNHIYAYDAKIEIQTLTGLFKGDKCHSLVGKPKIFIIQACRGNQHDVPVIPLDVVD
Target sequence (P55212 194-293 limits assumed): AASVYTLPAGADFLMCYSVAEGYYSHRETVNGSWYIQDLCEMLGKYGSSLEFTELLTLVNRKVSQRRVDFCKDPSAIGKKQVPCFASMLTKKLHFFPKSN
E-selectin induc: E-selectin induction on HUVECs | P16581 | HUVEC E-selectin immunofluorescence imaging; normalized: neutral wells 0, TNF-alpha wells 100 | activation, % at 7.58 µM | 0.37% of 260,000 active;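 active means mean E-selectin-positive cell signal at least 10% of the positive control, reached in at least 60% of replicates, without over 20% cell loss; inconclusive means no rule given, readout overlaps actives, possibly toxicity-flagged; inactive means the rest, including those meeting only one limit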;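 further: in these data hits start at about 27%; measured in HUVEC primary endothelial cells; signal is the percent of cells scored E-selectin positive by PE staining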
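assay system = HUVEC, human umbilical vein endothelial cells | input = 3,000 HUVEC seeded per well | medium = EGM-2 growth medium on 0.1% gelatin-coated wells | dosing = one compound dose added by pin transfer | signal = immunofluorescence imaging | read-out basis = % PE-positive cells | control set = TNF-alpha, DMSO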
* marks the source's active call; other numbers are inactive results; & = joins results of further samples. Compounds were not picked by outcome (roughly 3.2% active in at least one column).

C/C=C/c1ccc([C@@H]2[C@@H](CO)N(S(C)(=O)=O)[C@H]2CN(C)C(=O)CC)cc1 was read as PglD inh 0, RAD54 inh -1, esBAF inh 4, ARNT TACC3 PPI -2 and E-selectin induc 0.0.
For CCCn1c(SCC(=O)c2cc(OC)ccc2OC)nnc1C(C)C the results were PglD inh 5, RAD54 inh 2, esBAF inh -4 and ARNT TACC3 PPI 1.
`COCC(=O)Nc1ccc2c(c1)C(=O)N(C)[C@H]1CC[C@@H](CC(=O)O)O[C@H]1CO2` gave PglD inh 1, RAD54 inh 3, esBAF inh 0, ARNT TACC3 PPI 6 and E-selectin induc 0.1.
CN(C)S(=O)(=O)c1ccc(Cl)c(C(=O)NCc2ccco2)c1 was read as ERp5 block -8, ARNT TACC3 PPI 2, RAD52 inh -19 and Casp6 inh 2.
O=C(NC1Cc2ccccc2C1)[C@H]1N[C@H]2c3ccc(C4=CCCCC4)c(=O)n3C[C@H]2[C@@H]1CO was read as PglD inh -2, ERp5 block -1, RAD54 inh 3, esBAF inh 3, ARNT TACC3 PPI 12, RAD52 inh -38, Casp6 inh 2 and E-selectin induc -0.4.
For CCOc1ccc(-c2cc(C(=O)O)c3ccccc3n2)cc1 the results were PglD inh -1, RAD54 inh -13, esBAF inh -4 and ARNT TACC3 PPI -10.
CCCn1nnnc1NCc1cccc(OC)c1OC was read as PglD inh 0, ERp5 block 0, RAD54 inh -7, esBAF inh -4, ARNT TACC3 PPI 39, RAD52 inh -6, Casp6 inh 1 and E-selectin induc 0.1.
For CC1CCCN(S(=O)(=O)c2ccc(NC(=O)[C@@H]3CCCN3C(=O)c3cccs3)cc2)C1 (some centres undefined) the results were PglD inh 0, ERp5 block 3, RAD54 inh -15, esBAF inh 9, ARNT TACC3 PPI -7, RAD52 inh -29, Casp6 inh -1 and E-selectin induc -0.2.
Cc1cccc2c(=O)cc(C)n(CC(=O)N3CCOCC3)c12 was read as PglD inh 0, RAD54 inh -6, esBAF inh -10 and ARNT TACC3 PPI -3.
`C[C@@H](NC(=O)C[C@H]1C=C[C@H](NS(=O)(=O)c2cccc(F)c2)[C@@H](CO)O1)c1ccccc1` gave PglD inh -6, ERp5 block -2, RAD54 inh -11, esBAF inh 1, ARNT TACC3 PPI -53, RAD52 inh 7, Casp6 inh 0 and E-selectin induc 0.1.
COc1ccc(NC(=O)Nc2ccc(C(C)C)cc2)cc1 was read as PglD inh -1, ERp5 block -1, RAD54 inh 5, esBAF inh inconclusive, ARNT TACC3 PPI -7, RAD52 inh 2 and E-selectin induc 0.2.
Screening CNC(=S)N/N=C/c1cccc(OCc2ccccc2F)c1 returned PglD inh -1, ERp5 block -1, RAD54 inh -5, ARNT TACC3 PPI 33, RAD52 inh -8 and Casp6 inh 0.
`CCn1c(=O)n(CC)c2cc(S(=O)(=O)Nc3c(C)cccc3C)ccc21` gave PglD inh -3, ERp5 block -3, RAD54 inh 10, esBAF inh -1, ARNT TACC3 PPI 3, RAD52 inh 0, Casp6 inh 1 and E-selectin induc 0.5.
O=S(=O)(Nc1ccccc1Cl)c1ccc2[nH]c(=S)oc2c1 was read as PglD inh -4, ERp5 block 3, RAD54 inh -1, ARNT TACC3 PPI -7, RAD52 inh -6, Casp6 inh 3 and E-selectin induc 0.2.
For CC(C)(C)c1ccc(C(=O)NNc2ncccc2-n2cccc2)cc1 the results were PglD inh -1, ERp5 block 0, RAD54 inh -2, esBAF inh 14, ARNT TACC3 PPI 3, RAD52 inh -4 and Casp6 inh -4.
Screening COC(=O)c1ccccc1NC(=O)Cn1c(CCC(=O)O)ccc1-c1cccs1 returned PglD inh -6, RAD54 inh -2, esBAF inh 1 and ARNT TACC3 PPI 2.
Screening CN(C)S(=O)(=O)c1cccc(NC(=S)N/N=C/c2cc(Br)ccc2O)c1 returned PglD inh 4, ERp5 block -4, RAD54 inh 4, esBAF inh -49, ARNT TACC3 PPI 62*, RAD52 inh -43 and Casp6 inh 0.
For CO[C@@H]1CN(C)C(=O)c2cc(NC(=O)C3CC3)ccc2OC[C@H](C)N(C(=O)C2CCOCC2)C[C@H]1C the results were PglD inh 0, ERp5 block 0, RAD54 inh -2, esBAF inh 0, ARNT TACC3 PPI -2, RAD52 inh -6, Casp6 inh -4 and E-selectin induc 0.2.
For COc1ccc(CCNC(=O)c2ccc(Cl)cc2Cl)cc1 the results were PglD inh 2, RAD54 inh -13, esBAF inh 7 and ARNT TACC3 PPI -7.
For Cn1c(=O)cc(OCCCC(=O)NC2CCCC2)c2ccccc21 the results were PglD inh 3, RAD54 inh -4, esBAF inh -1 and ARNT TACC3 PPI 10.
For CC(C)NC(=O)N1CC2(C1)[C@@H](c1ccccc1)[C@@H](CO)N2CCC(F)(F)F the results were ERp5 block -1, RAD52 inh -4, Casp6 inh 4 and E-selectin induc -0.2.
For Cc1cccc(C(=O)Nc2cc(Cl)ccc2-n2cncn2)c1[N+](=O)[O-] the results were PglD inh -5, ERp5 block 4, RAD54 inh 4, esBAF inh 2, ARNT TACC3 PPI -7, RAD52 inh -16 and Casp6 inh 1.
For CS(=O)(=O)N(CC(=O)N1CCCCCC1)c1ccc(Cl)cc1 the results were PglD inh -6, ERp5 block -1, RAD54 inh 3, esBAF inh -5, ARNT TACC3 PPI -2, RAD52 inh -1, Casp6 inh 0 and E-selectin induc 2.0.
`CC1CCN(c2ccc(NC(=S)NC(=O)c3ccco3)cc2)CC1` gave PglD inh 4, RAD54 inh 4, esBAF inh 46* and ARNT TACC3 PPI 3.
COCC(=O)Nc1ccc2c(c1)C(=O)N(C)[C@H]1CC[C@@H](CC(=O)NC3CCCC3)O[C@@H]1CO2 was read as PglD inh 3, RAD54 inh -2, esBAF inh 3, ARNT TACC3 PPI 1 and E-selectin induc -0.1.
Screening CCCC(C)NC(=O)C1CCN(C(=O)C2CC(=O)N(c3ccc(C)cc3)C2)CC1 (centres undefined) returned PglD inh -7, ERp5 block 2, RAD54 inh 13, esBAF inh -1, ARNT TACC3 PPI 2, RAD52 inh -13 and Casp6 inh -3.
`COC(=O)CSc1nc2sc3c(c2c(=O)[nH]1)CCC3` gave ERp5 block 0, esBAF inh -9, ARNT TACC3 PPI -5, RAD52 inh -24, Casp6 inh 10 and E-selectin induc 6.1.
`Cc1cc(=O)oc2cc(OCC(=O)c3ccccc3)ccc12` gave PglD inh -5, ERp5 block 0, RAD54 inh 7, esBAF inh 22, ARNT TACC3 PPI -2, RAD52 inh -5, Casp6 inh 1 and E-selectin induc 0.1.
COc1ccc(OC)c(C(=O)COC(=O)C2CC3CCCC(C2)C3=O)c1 (centres undefined) was read as PglD inh -3, RAD54 inh 3, esBAF inh 2 and ARNT TACC3 PPI -6.
C/C(=N/Nc1ccc(C(=O)c2c(C)cc3ccccn23)cc1[N+](=O)[O-])c1ccc(O)cc1 was read as ERp5 block 2, ARNT TACC3 PPI 3, RAD52 inh -3, Casp6 inh 1 and E-selectin induc 0.2.
`COc1ccccc1OCC(=O)Nc1nc2c(s1)CCCC2` gave PglD inh 3, ERp5 block -4, RAD54 inh 11, esBAF inh 26, ARNT TACC3 PPI 0, RAD52 inh -13 and Casp6 inh 2.
Screening COc1cc(C(C2C(=O)CC(C)(C)CC2=O)C2C(=O)CC(C)(C)CC2=O)ccc1OC(C)=O returned ERp5 block 6, ARNT TACC3 PPI 4, RAD52 inh -15 and Casp6 inh 0.
Screening COC(=O)C[C@@H]1C=C[C@@H](NC(=O)Nc2ccc(C(F)(F)F)cc2)[C@H](CO)O1 returned PglD inh 0, ERp5 block 6, RAD54 inh 9, esBAF inh -2, ARNT TACC3 PPI 6, RAD52 inh -10, Casp6 inh 1 and E-selectin induc -0.2.
For COc1ccccc1CNC(=O)c1cc(-c2ccccc2)nn1CC1CC(c2cccnc2)=NO1 (centres undefined) the results were PglD inh 8, ERp5 block -4, RAD54 inh -8, esBAF inh 5, ARNT TACC3 PPI -6, RAD52 inh -16, Casp6 inh -1 and E-selectin induc 0.3.
COc1ccc(S(=O)(=O)N(C)C[C@H]2OCc3cn(nn3)CCCC(=O)N([C@@H](C)CO)C[C@@H]2C)cc1 was read as PglD inh -1&-1, ERp5 block -8&0, RAD54 inh -2&-1, esBAF inh -1&-7, ARNT TACC3 PPI -5, RAD52 inh 4&-13, Casp6 inh -1&5 and E-selectin induc 0.2.
For CS/C(=C\[N+](=O)[O-])Nc1ccc(F)cc1 the results were PglD inh 9, RAD54 inh 13, esBAF inh -4 and ARNT TACC3 PPI 5.
For COc1ccc(NC(=O)C2CCN(C(=O)c3ccc(OC)cc3)CC2)cc1 the results were PglD inh -4, RAD54 inh -5, esBAF inh 5 and ARNT TACC3 PPI 6.
O=C(CSCc1ccc(Cl)cc1)NCC1CCCO1 (centres undefined) was read as PglD inh 0, RAD54 inh 11, esBAF inh 2 and ARNT TACC3 PPI -8.
Screening CNC[C@H]1OCCCC[C@@H](C)Oc2ccc(NS(=O)(=O)c3ccc(C)cc3)cc2C(=O)N([C@H](C)CO)C[C@@H]1C returned PglD inh 2, ERp5 block -1, RAD54 inh -1, esBAF inh -10, ARNT TACC3 PPI 2, RAD52 inh 0, Casp6 inh -4 and E-selectin induc -0.1.
For O=[N+]([O-])c1ccc(OC2OCC(O)C(O)C2O)cc1 (centres undefined) the results were ERp5 block 2, RAD52 inh -24, Casp6 inh 1 and E-selectin induc -0.1.
`C[C@@H]1CN([C@H](C)CO)C(=O)c2cc(NC(=O)Nc3ccc(F)cc3)ccc2O[C@@H]1CN(C)Cc1ccc(-c2ccccc2)cc1` gave PglD inh 1, ERp5 block 4, RAD54 inh -1, esBAF inh -5, ARNT TACC3 PPI 19, RAD52 inh 39, Casp6 inh -1 and E-selectin induc -0.8.
`COc1cc(/C=N/NC(=O)c2cc(C)oc2C)ccc1O` gave PglD inh -2, ERp5 block -1, RAD54 inh -8, esBAF inh -2, ARNT TACC3 PPI 9, RAD52 inh -11, Casp6 inh -3 and E-selectin induc -0.1.
Screening CCOc1ccc(-n2c(C)c(C(C)=O)c3cc(OCC(N)=O)ccc32)cc1 returned ERp5 block 0, ARNT TACC3 PPI 5, RAD52 inh -12, Casp6 inh -1 and E-selectin induc 0.2.
Screening CN1C[C@H]2[C@@H](c3ccccc31)[C@@H](CO)N2S(=O)(=O)c1ccccc1 returned PglD inh -2, ERp5 block 0, RAD54 inh 1, esBAF inh -2, ARNT TACC3 PPI 0, RAD52 inh -6, Casp6 inh 1 and E-selectin induc -0.1.
`O=C(NC1CCCc2ccccc21)c1cc(Cl)ccn1` (centres undefined) gave ERp5 block 0, esBAF inh -3, ARNT TACC3 PPI -6, RAD52 inh -16, Casp6 inh 4 and E-selectin induc 0.1.
`Cc1cc2ncc(C(=O)N=CN(C)C)cn2n1` gave ERp5 block -1, RAD52 inh -6, Casp6 inh 2 and E-selectin induc -1.7.

Not a retest: an excerpt of the list.
`COc1cc(/C=N/NC(=O)c2cc(C)oc2C)ccc1O` gave PglD inh -2, ERp5 block -1, RAD54 inh -8, esBAF inh -2, ARNT TACC3 PPI 9, RAD52 inh -11, Casp6 inh -3 and E-selectin induc -0.1.
Screening CCOc1ccc(-n2c(C)c(C(C)=O)c3cc(OCC(N)=O)ccc32)cc1 returned ERp5 block 0, ARNT TACC3 PPI 5, RAD52 inh -12, Casp6 inh -1 and E-selectin induc 0.2.
Screening CN1C[C@H]2[C@@H](c3ccccc31)[C@@H](CO)N2S(=O)(=O)c1ccccc1 returned PglD inh -2, ERp5 block 0, RAD54 inh 1, esBAF inh -2, ARNT TACC3 PPI 0, RAD52 inh -6, Casp6 inh 1 and E-selectin induc -0.1.
